Screens as filed in PubChem.
NCI-60 one-dose screen, 48 h, at 10 µM unless noted. Numbers give growth in % (100 = growth as untreated, 0 = no growth, -100 = all killed).
T-47D: T-47D breast cancer; 79,000 tested, 5% active
LOX IMVI: LOX IMVI melanoma; 79,000 tested, 7.4% active
BT-549: BT-549 breast cancer; 78,000 tested, 4.4% active
MDA-MB-231: MDA-MB-231 breast cancer; 81,000 tested, 5% active; AID 1794789
HS 578T: HS 578T breast cancer; AID 1794788; 78,000 tested, 4.1% active
MCF7: MCF7 breast cancer. 82,000 tested, 6.3% active
SK-MEL-2: SK-MEL-2 melanoma; 77,000 tested, 4.7% active
MALME-3M: MALME-3M melanoma; 78,000 tested, 5.8% active; AID 1794766
Numbers without * were called inactive; nt = no result given; & = joins results of further samples. How the source made its calls: active means growth percent below 10; inactive means the rest.

SMILES | T-47D | LOX IMVI | BT-549 | MDA-MB-231 | HS 578T | MCF7 | SK-MEL-2 | MALME-3M
O=C(NCCCl)Nc1ncccc1OCc1ccc(Cl)cc1 | 96 | 107 | 102 | 109 | 116 | 97 | 97 | 112
CCCCC[C@H]1N=C(N)N[C@H]2CC[C@@H]1O2 | 90 | 99 | 96 | 102 | 122 | 93 | 97 | 83
COc1ccc(-c2cc(C(=O)c3cc([N+](=O)[O-])ccc3O)c[nH]c2=O)cc1 | 92 | 98 | 93 | 90 | 94 | 86 | 94 | 99
COc1ccc(Cn2cc3c(c2-c2cc(OC)c(OC)c(OC)c2)CCCc2cnoc2-3)cc1OC | 58 | 87 | 99 | 64 | 95 | 70 | 96 | 96
COc1ccc(C2=NN(c3ccccc3)C(c3ccc(OCc4ccc(F)cc4)c(OC)c3)C2)cc1OC (stereo unspecified) | 80 | 102 | nt | 97 | 87 | 87 | 83 | 99
NC(CSC(c1ccccc1)(c1ccccc1)c1ccc(-c2ccccc2)cc1)C(=O)O (stereo unspecified) | 101 | 91 | 91 | 90 | 88 | 79 | 118 | 110
CCCCN(C1CCN(Cc2ccc(F)cc2)CC1)S(=O)(=O)N[C@@H](C(=O)OC)C(C)C | 94 | 98 | 102 | 86 | 103 | 105 | 104 | 107
COc1ccc(N2C(=N)C(=S)N(c3ccc(C)cc3)C2=O)cc1 | 67 | 87 | 80 | 104 | 105 | 97 | 97 | 102
O=C1C(Cl)C(c2ccc(O)cc2)N1n1cnnc1 (stereo unspecified) | nt | 99 | 88 | 99 | 91 | 98 | 101 | 103
COc1ccc(C)cc1NC(=O)ON=C1CCCCC1 | 105 | 101 | 109 | 107 | 121 | 102 | 92 | 122
Cc1ccc(C2C(C#N)=C(N)Oc3c2c(C)nn3-c2ccc(Cl)cc2)cc1 (stereo unspecified) | 89 | 101 | 98 | 89 | 102 | 90 | 101 | 97
Cc1cc2nc(CC(=O)c3ccccc3)c(CC(=O)c3ccccc3)nc2cc1C | nt | 87 | 69 | nt | 73 | 80 | 112 | 79
CCCC1OC(c2ccco2)OCC1CC (stereo unspecified) | 103 | 95 | 98 | 102 | 118 | 117 | 98 | 118
N#Cc1c(-c2cc(=O)oc3c2ccc2ccccc23)cc(-c2cc3ccccc3oc2=O)nc1N | 83 | 93 | 98 | 88 | 94 | 95 | nt | 96
O=C(C1=Cc2cc3ccccc3n2Cc2cnnn21)c1ccc(-c2ccccc2)cc1 | 106 | 107 | 100 | 114 | 98 | 97 | 103 | 98
C/C(CC(c1ccccc1)N1CCc2ccccc2C1)=N/O (stereo unspecified) | 90 | 97 | 110 | 113 | 105 | 103 | 105 | 107
Cc1cc(O)ccc1C1(c2ccc(O)cc2C)OS(=O)(=O)c2ccccc21 | 96 | 98 | 101 | 113 | 95 | 96 | 103 | 90
CCc1ccc(-c2ccc(-n3nc(C)c4c(=O)[nH]cnc43)cc2)cc1 | 90 | 89 | 109 | 83 | 105 | 96 | 106 | 131
CC(Cc1nnc(SCC(=O)Nc2ccc(I)cc2)n1N)c1ccccc1 (stereo unspecified) | 71 | 84 | 97 | 82 | 119 | 93 | 70 | 108
CCC(=O)OC1=CN2C(=NC(c3ccc(Cl)cc3)=CC2c2cc(OC)c(OC)c(OC)c2)S1 (stereo unspecified) | 103 | 96 | 111 | 105 | 102 | 102 | 107 | 98

An excerpt of these results, tab-delimited.
compound	T-47D	LOX IMVI	BT-549	MDA-MB-231	HS 578T	MCF7	SK-MEL-2	MALME-3M
O=C(NCCCl)Nc1ncccc1OCc1ccc(Cl)cc1	96	107	102	109	116	97	97	112
CCCCC[C@H]1N=C(N)N[C@H]2CC[C@@H]1O2	90	99	96	102	122	93	97	83
COc1ccc(-c2cc(C(=O)c3cc([N+](=O)[O-])ccc3O)c[nH]c2=O)cc1	92	98	93	90	94	86	94	99
COc1ccc(Cn2cc3c(c2-c2cc(OC)c(OC)c(OC)c2)CCCc2cnoc2-3)cc1OC	58	87	99	64	95	70	96	96
COc1ccc(C2=NN(c3ccccc3)C(c3ccc(OCc4ccc(F)cc4)c(OC)c3)C2)cc1OC (stereo unspecified)	80	102	nt	97	87	87	83	99
NC(CSC(c1ccccc1)(c1ccccc1)c1ccc(-c2ccccc2)cc1)C(=O)O (stereo unspecified)	101	91	91	90	88	79	118	110
CCCCN(C1CCN(Cc2ccc(F)cc2)CC1)S(=O)(=O)N[C@@H](C(=O)OC)C(C)C	94	98	102	86	103	105	104	107
COc1ccc(N2C(=N)C(=S)N(c3ccc(C)cc3)C2=O)cc1	67	87	80	104	105	97	97	102
O=C1C(Cl)C(c2ccc(O)cc2)N1n1cnnc1 (stereo unspecified)	nt	99	88	99	91	98	101	103
COc1ccc(C)cc1NC(=O)ON=C1CCCCC1	105	101	109	107	121	102	92	122
Cc1ccc(C2C(C#N)=C(N)Oc3c2c(C)nn3-c2ccc(Cl)cc2)cc1 (stereo unspecified)	89	101	98	89	102	90	101	97
Cc1cc2nc(CC(=O)c3ccccc3)c(CC(=O)c3ccccc3)nc2cc1C	nt	87	69	nt	73	80	112	79
CCCC1OC(c2ccco2)OCC1CC (stereo unspecified)	103	95	98	102	118	117	98	118
N#Cc1c(-c2cc(=O)oc3c2ccc2ccccc23)cc(-c2cc3ccccc3oc2=O)nc1N	83	93	98	88	94	95	nt	96
O=C(C1=Cc2cc3ccccc3n2Cc2cnnn21)c1ccc(-c2ccccc2)cc1	106	107	100	114	98	97	103	98
C/C(CC(c1ccccc1)N1CCc2ccccc2C1)=N/O (stereo unspecified)	90	97	110	113	105	103	105	107
Cc1cc(O)ccc1C1(c2ccc(O)cc2C)OS(=O)(=O)c2ccccc21	96	98	101	113	95	96	103	90
CCc1ccc(-c2ccc(-n3nc(C)c4c(=O)[nH]cnc43)cc2)cc1	90	89	109	83	105	96	106	131

A second format for 2 compounds above.
SMILES,T-47D,LOX IMVI,BT-549,MDA-MB-231,HS 578T,MCF7,SK-MEL-2,MALME-3M
COc1ccc(N2C(=N)C(=S)N(c3ccc(C)cc3)C2=O)cc1,67,87,80,104,105,97,97,102
NC(CSC(c1ccccc1)(c1ccccc1)c1ccc(-c2ccccc2)cc1)C(=O)O (stereo unspecified),101,91,91,90,88,79,118,110

Continued.
SMILES | T-47D | LOX IMVI | BT-549 | MDA-MB-231 | HS 578T | MCF7 | SK-MEL-2 | MALME-3M
CCN(CC)S(=O)(=O)c1ccc(S(=O)(=O)N2CCC[C@@H](C(=O)N3CCOCC3)C2)cc1 | 63 | 72 | 70 | 93 | 88 | 56 | 100 | 97
CCC(CCNc1cc(OC)cc2cccnc12)CN1C(=O)c2ccccc2C1=O (stereo unspecified) | 33 | 91 | nt | 96 | 177 | 31 | 108 | 132
CN(C)CCOc1ccc(Nc2nccc(NCc3ccco3)n2)cc1 | 90 | 76 | 96 | 85 | 75 | 70 | 99 | 116
NC(=O)c1ccc[n+](CCc2ccccc2)c1 | 97 | 87 | 125 | 108 | 97 | 99 | 107 | 120
Nc1c(C(=O)NN2C(=O)c3ccccc3C2=O)sc(S)c1-c1nc2ccccc2s1 | 69 | 90 | 90 | 84 | 96 | 81 | 96 | 112
CC(C)OC1OC(OC(C)C)C(OC(C)C)OC1OC(C)C (stereo unspecified) | 115 | 102 | 102 | 92 | 101 | 103 | 95 | 119
O=C(NC1=Nc2ccccc2C(=O)NN1)c1cccnc1 | 108 | 99 | 128 | 86 | 101 | 95 | 108 | 98
CS(=O)(=O)c1ccc(C(=O)N2N=C(c3ccccc3)CC2c2ccc(Cl)cc2)cc1 (stereo unspecified) | 69 | 98 | 86 | 89 | 94 | 87 | nt | 109
CCn1c(Sc2nnc(NC(=O)CN3CCCCC3)s2)nc2c1c(=O)n(C)c(=O)n2C | 106 | 98 | 113 | 100 | 98 | 100 | 106 | 106
C=C1CC[C@@H]2[C@](C)(COC(C)=O)[C@H](OC(C)=O)CC[C@@]2(C)[C@@H]1CC(NC1CC1)C1=CCOC1=O (stereo partly specified) | 80 | 94 | 86 | 101 | 111 | 85 | 104 | 90
Cc1ccc2nc([C@@H](C)[C@H]3CC[C@H]4[C@@H]5CCC6=CC(=O)CC[C@]6(C)[C@H]5CC[C@]34C)[nH]c2c1 | 67 | 84 | 71 | 102 | 81 | 71 | 98 | 96
O=C(N/N=C/c1ccc(Cl)cc1Cl)c1ccccc1 | 74 | 91 | 97 | 95 | 116 | 89 | 86 | 93
CNC(=O)c1cn(C2CC2)c2cc(N3CCN(C(=O)c4cc(OC)c(OC)c(OC)c4)CC3)c(F)cc2c1=O | 79 | 95 | 112 | 98 | 101 | 94 | 95 | 103
O=C(NNc1nc(NCCc2c[nH]c3ccccc23)nc(N2CCN(C(c3ccccc3)c3ccccc3)CC2)n1)c1ccccc1 | 62 | 80 | 102 | 69 | 90 | 84 | 78 | 89
CCCCCc1ccc(S(=O)(=O)OCc2cc(=O)c(O)co2)cc1 | 88 | 96 | 106 | 110 | 99 | 97 | 105 | 101
COC(=O)CCC1=C(C)C(C)=N/C1=C\c1[nH]c(-c2ccc[nH]2)cc1OC | 7.4* | -56* | 29 | -33* | -6.1* | 4.8* | nt | nt
OCCN1CCOCC1 | 106 | 105 | 115 | 113 | 106 | 95 | 107 | 114
Nc1nc(-c2ccccc2)c(-c2ccccc2)s1 | 83 | 93 | 101 | 88 | 94 | 98 | 91 | 104
CC(=O)c1cc2c(cc1C)CCCC2(C)C | 115 | 102 | 108 | 106 | 101 | 103 | 103 | nt
COc1ccc(CNc2nccnn2)cc1 | 105 | 105 | 114 | 106 | 111 | 99 | 108 | 100
Clc1ccc(C2=NN(c3ccccc3)[C@H](c3cn(-c4ccccc4)nc3-c3ccccc3)C2)cc1 | 112 | 96 | 112 | 97 | 131 | 98 | 98 | 103
COc1cc(C(=O)n2nc(NCCCc3ccccc3)c3cc(N)ccc32)cc(OC)c1OC | 66 | 80 | 97 | 83 | 111 | 89 | 88 | 100
COc1ccc(C2NC(=O)c3ccccc3N2)c(OC)c1OC (stereo unspecified) | 108 | 84 | 87 | 103 | 86 | 95 | 76 | 72
CCCCNc1nnc(-c2ccc(-n3nc(-c4ccc(OC)cc4)cc3-c3ccc(OC)cc3)cc2)o1 | 35 | 85 | nt | 79 | 72 | 71 | nt | 103
C=C1CC[C@H]2[C@@](C)(CCC3OC(c4ccc(OCc5cn(CC(O)C6OC7OC(C)(C)OC7[C@@H]6OCc6ccccc6)nn5)cc4)OC[C@]32C)[C@@H]1/C=C/C1=CCOC1=O (stereo partly specified) | 62 | nt | 87 | 95 | 73 | 62 | 103 | 79
CN(C)C(=O)SC1=C(c2c(Cl)cccc2Cl)C(=O)c2ccccc21 | -72* | -48* | 87 | 81 | 21 | -44* | 136 | -70*
O=C(NN1C(=O)/C(=C/C=C/c2ccc([N+](=O)[O-])o2)SC1=S)c1ccc([N+](=O)[O-])cc1 | -61* | -97* | -93* | -100* | -27* | -61* | -90* | -91*
COc1ccc(CNNC(=O)c2ccncc2)c(OC)c1OC | 98 | 104 | 115 | 110 | 104 | 97 | 98 | 101
CCN1C(=O)/C(=C/C(=O)OC)S/C1=N\NS(=O)(=O)c1ccc(C)cc1 | 101 | 98 | nt | 98 | 99 | 97 | 112 | 107
O=C1CCCN1c1ccc([N+](=O)[O-])cc1 | 42 | 94 | 108 | 107 | 106 | 80 | 80 | 92
COc1cc(/C=N/NC(=O)c2ccc(NC(=O)c3ccccn3)cc2)cc(OC)c1OC | 71 | 81 | 101 | 124 | 109 | 60 | 89 | 58
CSc1ccc(N=C=C(c2ccccc2)c2ccccc2)cc1 | 82 | 70 | 89 | 85 | 87 | 79 | 94 | 105
COc1cc(CNC(=O)C[C@H](C)CCC=C(C)C)ccc1OCc1cn(-c2ccc(Br)cc2)nn1 | 49 | 74 | 94 | 81 | 74 | 60 | 78 | 85
CCC1C(C(=O)c2cc(Cl)ccc2O)=CNc2cc(C)nn21 (stereo unspecified) | 75 | 91 | 91 | 111 | 94 | 105 | 94 | 94
COc1ccc2c(c1)c(-c1nc(-c3c[nH]c4ncccc34)cs1)cn2CCCN1CCOCC1 | 32 | 17 | 52 | 9.8* | 2.1* | 13 | 11 | 5.6*
CSc1ccc(OCc2nc3ccccc3n2-c2cccc(NC(C)=O)c2)cc1 | 105&64 | 105&89 | 106&89 | 108&66 | 103&50 | 101&80 | 113&89 | 102&91
COc1ccc(-c2nn(-c3cccc(Cl)c3)cc2-c2cc(-c3ccc(Br)cc3)nc(=S)[nH]2)cc1 | 82 | 98 | 113 | 90 | 88 | 83 | 107 | 105
Cc1nc2ccccc2n1C(=O)CN=C1NC(=O)CS1 | 98 | 91 | 100 | 103 | 100 | 96 | 103 | 107
CC(C)c1ccc(/C=C/C=O)cc1 | 75 | 101 | 86 | 104 | 101 | 95 | 94 | 88
O=[N+]([O-])c1cc2c(cc1O)OCO2 | 98 | 104 | 92 | 117 | 107 | 95 | 112 | 140
CC(C)C[C@H](NC(=O)/C=C/Cn1ccc2ccccc2c1=O)B(O)O | 18 | nt | 28 | 35 | 44 | 26 | 24 | -30*

This is a random part of the collection. About 11% of those tested had a hit in this group.
